Screens: PubChem, several laboratories
PAFAH1B2 inh – blocks human PAF acetylhydrolase 1b catalytic subunit 2; recombinant PAFAH1B2, FP-rhodamine activity probe, fluorescence polarization; P68402; actives 1.2% (n = 340,000); inhibition, % at 3.39 µM;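 active = inhibition above the mean of all tested compounds plus 3 SD, cut at about 24% in these data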;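 also: 0% = enzyme with DMSO and 100% = wells lacking PAFAH1B2; many of its hits are not listed in these tables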
Target sequence (P68402 whole entry, looked up): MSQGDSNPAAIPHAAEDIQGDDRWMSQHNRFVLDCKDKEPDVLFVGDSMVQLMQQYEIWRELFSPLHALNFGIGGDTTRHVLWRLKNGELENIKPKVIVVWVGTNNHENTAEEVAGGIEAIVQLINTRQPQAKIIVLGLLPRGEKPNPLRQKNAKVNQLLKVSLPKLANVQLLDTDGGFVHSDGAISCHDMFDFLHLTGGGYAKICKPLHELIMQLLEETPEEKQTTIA
PME-1 primary – blocks human protein phosphatase methylesterase 1 | Q9Y570 | recombinant PME-1, FP-Rh probe fluorescence polarization | inhibition, % at 5.9 µM | actives 0.53% (n = 320,000) | AID 2130;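 active = inhibition above the campaign mean of all compounds plus 3 SD, cut at about 26% in these data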;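 also: competitive labeling of PME-1 active site by serine hydrolase directed probe; 0% = PME-1 with DMSO and 100% = wells lacking PME-1 enzyme; inhibitors block probe labeling so polarization falls and inhibition rises; many of its hits are not listed in these tables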
Target sequence (Q9Y570 whole entry, looked up): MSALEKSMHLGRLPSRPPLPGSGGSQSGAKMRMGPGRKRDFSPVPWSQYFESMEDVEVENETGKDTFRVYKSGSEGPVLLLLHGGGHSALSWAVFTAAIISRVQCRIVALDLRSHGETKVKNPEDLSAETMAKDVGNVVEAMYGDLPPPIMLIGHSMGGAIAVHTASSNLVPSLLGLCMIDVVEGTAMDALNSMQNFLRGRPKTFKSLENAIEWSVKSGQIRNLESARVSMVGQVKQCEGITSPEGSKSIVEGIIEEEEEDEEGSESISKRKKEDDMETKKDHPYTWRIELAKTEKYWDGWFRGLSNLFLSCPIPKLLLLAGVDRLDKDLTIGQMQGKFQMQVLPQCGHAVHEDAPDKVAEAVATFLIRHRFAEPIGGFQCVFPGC
GLD-1 TGE inh – GLD-1-TGE RNA interaction inhibition (C. elegans); Q17339; purified GLD-1 + fluorescein TGE RNA, fluorescence polarization; inhibition, % at 5.96 µM; actives 0.44% (n = 320,000);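 active = percent inhibition above a per-plate cutoff, the plate mean of test compounds plus 3 SD, cut at about 30% in these data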;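 also: 0% = DMSO wells with GLD-1 and probe and 100% = wells lacking GLD-1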
pPAFAH inh – pPAFAH (human) enzyme inhibition. Q13093. recombinant pPAFAH, FP-rhodamine probe fluorescence polarization. inhibition, % at 3.39 µM. actives 1.5% (n = 330,000);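 active = inhibition above the mean inhibition across the screen plus 3 SD, cut at about 25% in these data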;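 also: inhibitors block binding of the rhodamine activity-based probe so polarization drops; 0% = enzyme with DMSO and 100% = wells lacking pPAFAH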
Target sequence (Q13093 whole entry, looked up): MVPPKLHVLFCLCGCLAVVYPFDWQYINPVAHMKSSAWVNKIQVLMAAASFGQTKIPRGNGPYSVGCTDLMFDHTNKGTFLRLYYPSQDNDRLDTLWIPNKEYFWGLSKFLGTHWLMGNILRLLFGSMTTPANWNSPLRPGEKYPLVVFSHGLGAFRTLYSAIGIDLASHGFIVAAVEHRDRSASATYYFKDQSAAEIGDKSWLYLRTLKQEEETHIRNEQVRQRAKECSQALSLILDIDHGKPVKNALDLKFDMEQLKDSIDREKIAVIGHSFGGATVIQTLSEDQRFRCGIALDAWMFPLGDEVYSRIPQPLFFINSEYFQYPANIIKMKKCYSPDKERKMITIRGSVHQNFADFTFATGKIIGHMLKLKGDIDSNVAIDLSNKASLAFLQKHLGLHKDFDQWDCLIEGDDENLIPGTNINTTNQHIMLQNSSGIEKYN
MCL1-BIM inh – MCL1-BIM-BH3 interaction inhibition (human). GST-MCL1 / FITC-Bim-BH3 fluorescence polarization. inhibition, % at 10.9 µM. actives 0.68% (n = 320,000). AID 2057;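 active = inhibition above the mean inhibition of all tested compounds plus 3 SD, set per campaign, cut at about 40% in these data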;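 also: 0% = DMSO wells and 100% = unlabeled Bim-BH3 peptide control; higher means more loss of mP so more displacement of Bim peptide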
MEX-5 binding – C. elegans MEX-5 TCR-2 RNA binding activity | activity score (negative = inhibition of binding), % at 10 µM | MEX-5/FITC-TCR2 RNA binding, fluorescence polarization; hits give low values | AID 1832 | actives 0.38% (n = 300,000);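 active = inhibition past about -25% in most replicates, and total fluorescence under double the plate's negative control median, limit read from the data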;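 also: 0% = DMSO and -100% = 5 µM competing unlabeled TCR2 RNA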
Fam108B inh – blocks mouse Fam108B hydrolase in RBBP9 counter-screen; recombinant Fam108B, FP-Rh probe fluorescence polarization; inhibition, % at 9.51 µM; actives 0.33% (n = 300,000); AID 1947;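 active = inhibition above the screen mean inhibition plus 3 SD, computed separately per campaign, cut at about 18% in these data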;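 also: inhibitors lower polarization as less probe binds the enzyme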
AHR act – human AHR activation; P35869; AHR-responsive luciferase reporter cells, luminescence; activation, % at 5 µM; actives 2.5% (n = 320,000); AID 2796; in the data active = activation above about 47%;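 also: 0% = vehicle wells and 100% = reference agonist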
Bcl-xL primary – inhibitors of human Bcl-xL; Q07817; GST-Bcl-xL / FITC-Bim BH3 peptide fluorescence polarization; inhibition, % at 10.9 µM; actives 0.7% (n = 320,000); AID 2129;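 active = inhibition above the mean of all tested compounds plus 3 SD, cutoff set per campaign, cut at about 30% in these data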;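 also: 0% = DMSO wells and 100% = unlabeled Bim-BH3 peptide competitor; inhibitors lower millipolarization by displacing the labeled peptide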
* hit, by the source's call; . = no result given. The list is partial. The share of hits here may be higher or lower than overall.

SMILES	PAFAH1B2 inh	PME-1 primary	GLD-1 TGE inh	pPAFAH inh	MCL1-BIM inh	MEX-5 binding	Fam108B inh	AHR act	Bcl-xL primary
Cc1cc2c(c(=O)n1CCN(C)C)C(c1ccc(Cl)cc1)C(C#N)=C(N)O2 (stereo unspecified)	1	5	-1	-3	2	-0.3	3	1	1
O=C(Nc1ccccn1)c1cc2ccccc2o1	1	-6	3	-4	5	1.6	-4	28	4
COC(=O)CCC(=O)OC1(C)C(=O)C=C2C=C(C3CC3)N(c3cccc(C#N)c3)C=C2C1=O (stereo unspecified)	-3	5	31	9	43*	-17	6	2	47*
COc1ccc(NC(=O)NCCN2CCN(c3cccc(Cl)c3)CC2)cc1	3	3	0	3	0	-4.4	3	2	7
Cc1cc(NCc2ccc(F)cc2)nc2cc(Cl)ccc12	0	-2	-13	-4	5	0.2	-5	37	3
COc1ccc2c(c1)c(C(O)CN1CCC(Cc3ccccc3)CC1)c(C)n2C (stereo unspecified)	3	2	2	3	1	-1.8	3	0	3
O=C(Nc1ccc(S(=O)(=O)Nc2ncccn2)cc1)c1cccc(S(=O)(=O)N2CCCC2)c1	3	2	9	3	-1	0.2	2	-2	3
COc1cccc(CN2CC(C(=O)N3CCCCCC3)CCC2=O)c1 (stereo unspecified)	0	8	-1	3	3	-1.1	0	-2	7
CCOC(=O)c1cccc(NC(=O)CSc2nnc(C3CCCCC3)n2CC)c1	-1	0	-4	2	3	-0.2	1	1	-2
CCCN(Cc1nnc(-c2cccs2)o1)C(=O)CN1C(=O)NC2(CCC(C)CC2)C1=O (stereo unspecified)	8	-5	3	0	-13	.	.	-1	-3
O=C(Nc1ccccc1OC(F)F)c1ccccc1	3	1	-3	2	-4	-2.9	-1	4	-2
COCCN(C(=O)CC(C)(C)C)c1nnc(-c2cccnc2)s1	1	1	1	-1	-3	0.3	0	0	0
O=C(O)CSCc1ccc(Cl)cc1	17	-1	-9	3	5	-0.3	-4	1	5
CC(C)c1onc(C(=O)N2CCOCC2)c1[N+](=O)[O-]	1	1	7	-2	1	0.6	0	0	-3
C#CCNC(=O)C1=C[C@@H](c2ccc(Br)cc2)[C@H](CCCO)[C@@H](OCC)O1	1	4	0	0	0	0.3	-1	1	2

3 compounds from above, arranged by the number in PAFAH1B2 inh, low to high.
compound,PAFAH1B2 inh
COC(=O)CCC(=O)OC1(C)C(=O)C=C2C=C(C3CC3)N(c3cccc(C#N)c3)C=C2C1=O (stereo unspecified),-3
O=C(Nc1ccccn1)c1cc2ccccc2o1,1
O=C(Nc1ccccc1OC(F)F)c1ccccc1,3

Printed as active in MCL1-BIM inh, among the entries above:
| Molecule | PAFAH1B2 inh | PME-1 primary | GLD-1 TGE inh | pPAFAH inh | MCL1-BIM inh | MEX-5 binding | AHR act | Bcl-xL primary |
| --- | --- | --- | --- | --- | --- | --- | --- | --- |
| COC(=O)CCC(=O)OC1(C)C(=O)C=C2C=C(C3CC3)N(c3cccc(C#N)c3)C=C2C1=O (stereo unspecified) | -3 | 5 | 31 | 9 | 43* | -17 | 2 | 47* |

Next part.
SMILES	PAFAH1B2 inh	PME-1 primary	GLD-1 TGE inh	pPAFAH inh	MCL1-BIM inh	MEX-5 binding	Fam108B inh	AHR act	Bcl-xL primary
COC(=O)c1ccc(C2SCC(=O)N2Cc2ccccc2)cc1 (stereo unspecified)	2	0	1	6	1	0.2	-4	1	1
CN1C(=O)C2(C(C#N)=C(N)N(c3ccc(Cl)cc3)C3=C2C(=O)CC(C)(C)C3)c2ccccc21 (stereo unspecified)	1	1	-2	-1	-2	0.7	-3	0	3
CCCc1nn(CCc2ccccn2)c(N)c1CC	12	-10	5	3	7	1.1	-2	7	6
O=C(/C=C/Sc1ccc(C(F)(F)F)cn1)c1ccccc1	9	1	0	2	4	2.6	-4	-3	1
CC(=O)c1cccc(NS(=O)(=O)c2c(C)n[nH]c2C)c1	0	5	4	8	3	-0.8	0	-1	9
CC1(C)CC(=O)C2=C(C1)N(c1ccccc1)C(N)=C(C#N)C2c1ccccc1 (stereo unspecified)	6	7	2	1	7	-4.2	-1	4	7
O=C(CSc1cccc[n+]1[O-])Nc1cc2c(cc1Cl)C(=O)c1ccccc1C2=O	3	7	17	6	13	-0.4	8	121*	23
CC(C)N(C(=O)CSc1ccc(S(=O)(=O)N2CCCCC2)cn1)c1ccccc1	16	0	5	6	7	.	.	-1	8
OCCNc1nc(Nc2ccc(Cl)c(Cl)c2)nc2ccccc12	1	-26	6	-2	4	0.2	-8	124*	2
Cc1ccc(S(=O)(=O)N2CCN(C3CC(=O)N(CCc4ccccc4)C3=O)CC2)cc1C (stereo unspecified)	3	4	2	5	4	2.9	3	-2	0
Cc1[nH]n(-c2ccccc2)c(=O)c1C(=O)c1ccccc1	-5	-1	-1	4	6	-1.0	2	2	5
COc1cccc(COc2ncnc3sccc23)c1	0	2	2	1	1	-0.1	-1	0	0
Cc1cc([N+](=O)[O-])c2c(c1C)C1C=CCC1C(c1ccccn1)N2 (stereo unspecified)	.	7	9	28*	9	.	12	4	10
O=C(CSc1nnc(CNC(=O)c2c(F)cccc2F)o1)c1ccccc1	-2	-9	-2	0	2	-4.3	0	3	5
O=C(c1cccc(C(F)(F)F)c1)N1CCC(=O)N(C(CO)Cc2ccccc2)CC1 (stereo unspecified)	11	0	-2	1	16	0.9	-1	-2	14

Of the compounds above, four have an aryl methoxy group:
SMILES	PAFAH1B2 inh	PME-1 primary	GLD-1 TGE inh	pPAFAH inh	MCL1-BIM inh	MEX-5 binding	Fam108B inh	AHR act	Bcl-xL primary
COc1ccc(NC(=O)NCCN2CCN(c3cccc(Cl)c3)CC2)cc1	3	3	0	3	0	-4.4	3	2	7
COc1ccc2c(c1)c(C(O)CN1CCC(Cc3ccccc3)CC1)c(C)n2C (stereo unspecified)	3	2	2	3	1	-1.8	3	0	3
COc1cccc(CN2CC(C(=O)N3CCCCCC3)CCC2=O)c1 (stereo unspecified)	0	8	-1	3	3	-1.1	0	-2	7
COc1cccc(COc2ncnc3sccc23)c1	0	2	2	1	1	-0.1	-1	0	0

Carrying on.
SMILES	PAFAH1B2 inh	PME-1 primary	GLD-1 TGE inh	pPAFAH inh	MCL1-BIM inh	MEX-5 binding	Fam108B inh	AHR act	Bcl-xL primary
CCn1c(/C=C/c2cc[n+](C)cc2)nc2ccccc21	1	0	20	2	75*	-3.4	0	-1	74*
Cc1cccc(CSc2ccc(-c3ccco3)nn2)c1	4	-5	1	5	7	-0.7	-4	-7	10
CCOc1cccc(CNn2cnnc2)c1OCc1ccccc1	-1	1	3	-1	5	3.6	-1	3	6
Cc1ccc(/C(O)=C2\C(=O)C(=O)N(CC(C)O)C2c2ccc(N(C)C)cc2)cc1 (stereo unspecified)	7	-2	1	2	-1	-5.5	2	1	3
O=C(NCc1ccccc1)C(c1ccccc1)N(Cc1cccs1)C(=O)c1cnccn1 (stereo unspecified)	7	5	10	-1	3	-1.6	0	1	7
COc1ccc(-c2nc3c(s2)CCc2onc(-c4ccc(OC)cc4)c2-3)cc1	-1	2	0	0	4	-0.3	-5	4	2
CC(=O)Nc1cn(C(C)=O)c(C)n1	.	-2	2	-1	1	1.9	-1	0	7
Oc1ccc(N=Nc2ccccc2C(F)(F)F)c2cccnc12	1	3	-2	21	14	-1.4	3	1	8
O=C(Nc1ccc2c(c1)OCO2)C1CC(c2ccc(F)cc2)=NO1 (stereo unspecified)	4	-4	6	3	6	0.1	6	12	2
O=C(COc1ccc([N+](=O)[O-])cc1)N/N=C/c1cc([N+](=O)[O-])ccc1N1CCOCC1	4	6	-6	2	-4	-1.8	5	4	-3
CON(C)C(=O)CCN(C(=O)OC(C)(C)C)c1ccccc1	7	.	-2	6	.	.	.	0	.
COC(=O)c1cc(=O)n(CCc2ccc(OC)c(OC)c2)c(=Nc2ccc(F)c(Cl)c2)s1	-4	2	8	6	1	1.2	1	5	-6
Brc1cccc(-c2nnc3n2CCCCC3)c1	0	1	-7	2	4	0.9	4	-1	0
CC1CCCCN1S(=O)(=O)c1ccc2c(c1)CCN2C(=O)CCC(=O)O (stereo unspecified)	1	-7	-4	-5	-3	-0.4	4	-1	-3
Cn1c(CN2CCCC2)nc2cc(NS(=O)(=O)c3ccc(Cl)cc3)ccc21	16	0	0	9	5	-2.9	0	-1	-3
CCOC(=O)c1c(C)[nH]c(C(=O)CSc2nnc(CC(C)c3ccccc3)o2)c1C (stereo unspecified)	2	-2	-4	0	-6	-1.6	-6	5	-2
COc1ccc(Br)cc1/C=N/NC(=O)c1cc(Br)ccc1O	.	-6	-3	5	2	-0.7	1	0	6
COc1ccc(-n2nc(C)cc2N)cc1	9	-2	3	7	-1	0.5	0	-1	1
Cn1nccc1C(=O)N/N=C/c1cccnc1	0	-2	-2	3	10	-5.5	3	6	5
O=C(Nc1ccc(Cl)cc1N1CCOCC1)C1CCCCC1	5	-3	7	-2	-5	-0.1	-5	0	-3
Cc1ccc(-n2c(Cc3cccs3)nnc2SCC(=O)Nc2ccc(F)c(F)c2)cc1	-1	-3	4	11	-5	-1.0	-3	-1	-12
NC(=NCCc1c[nH]c2ccccc12)NC(=O)c1ccc(F)cc1	9	-4	6	0	-3	0.3	3	0	-8
Cc1nn(C)c(C)c1S(=O)(=O)N1CCC(CO)(Cc2ccc(Cl)cc2)CC1	6	-2	1	-2	-3	-2.1	4	-1	9
O=C(NCc1ccc2c(c1)OCO2)C1CC(=O)N(c2ccc(F)cc2)C1 (stereo unspecified)	5	4	0	-1	0	-0.1	-2	-3	5
CCN(CC)C(=O)c1ccc(COc2ccccc2Br)o1	3	2	3	10	7	4.9	-1	19	3
O=C(Nc1ncnc2sc3c(c12)CCC3)c1ccco1	-2	-3	6	4	9	-1.0	7	3	6
Cc1ccc(C(=O)N(C)CC(=O)Nc2ccc(F)c(F)c2F)o1	2	1	7	2	-13	.	5	-1	0
O=S(=O)(NCC1CCCO1)c1ccc2c(c1)OCCO2 (stereo unspecified)	7	2	5	8	-1	.	-2	-1	3
CC(=O)N1c2ccc(S(=O)(=O)N3CCC(C(=O)Nc4ncccc4C)CC3)cc2CC1C (stereo unspecified)	-8	-4	5	2	7	1.0	2	1	11
COc1ccnc2c1c(=O)n(Cc1ccc(Cl)cc1)c(=O)n2C	-2	5	-3	2	1	0.1	8	3	1
COCCn1c(SCC(=O)NC2CCCCC2C)nnc1-c1ccncc1 (stereo unspecified)	1	5	10	1	6	0.8	2	-1	2
CCOC(=O)Cc1c(C)nc(N)[nH]c1=O	-1	-1	4	6	-4	1.9	0	-1	-1

Given bar-delimited: part of the list above
Structure | PAFAH1B2 inh | PME-1 primary | GLD-1 TGE inh | pPAFAH inh | MCL1-BIM inh | MEX-5 binding | Fam108B inh | AHR act | Bcl-xL primary
CCOC(=O)c1c(C)[nH]c(C(=O)CSc2nnc(CC(C)c3ccccc3)o2)c1C (stereo unspecified) | 2 | -2 | -4 | 0 | -6 | -1.6 | -6 | 5 | -2
COc1ccc(Br)cc1/C=N/NC(=O)c1cc(Br)ccc1O | . | -6 | -3 | 5 | 2 | -0.7 | 1 | 0 | 6
